Screening results (PubChem)
DT40 TDP1 CPT: DT40-hTDP1 cell growth loss with CPT; chicken DT40 Tdp1-/-;hTDP1 cells + 20 nM CPT, ATP luminescence, 48 h; Potency, µM (top dose mostly 46.2 µM), for the others: at the highest dose activity change, negative = growth inhibition, usual class: inhibitors; 420,000 tested, 12% active; further: nearly all actives have a fitted effect of over 55% in size
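Chicken DT40 Tdp1-/- cells stably complemented with human TDP1 were seeded at 400 cells/well in medium containing 20 nM camptothecin, exposed to pin-transferred compounds, and grown at 37 °C for at least 48 hr. Viability was read as ATP luminescence.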
TDP1 block: blocks human tyrosyl-DNA phosphodiesterase 1; Potency, µM (series often up to 130 µM), for the others: at the top dose activity change, negative = inhibition, actives largely listed as inhibitors; Q9NUW8; 350,000 tested, 0.28% active; recombinant TDP1, AlphaScreen DNA substrate cleavage; further: nearly all actives have a fitted effect of over 40% in size
Target sequence (Q9NUW8 whole entry, looked up): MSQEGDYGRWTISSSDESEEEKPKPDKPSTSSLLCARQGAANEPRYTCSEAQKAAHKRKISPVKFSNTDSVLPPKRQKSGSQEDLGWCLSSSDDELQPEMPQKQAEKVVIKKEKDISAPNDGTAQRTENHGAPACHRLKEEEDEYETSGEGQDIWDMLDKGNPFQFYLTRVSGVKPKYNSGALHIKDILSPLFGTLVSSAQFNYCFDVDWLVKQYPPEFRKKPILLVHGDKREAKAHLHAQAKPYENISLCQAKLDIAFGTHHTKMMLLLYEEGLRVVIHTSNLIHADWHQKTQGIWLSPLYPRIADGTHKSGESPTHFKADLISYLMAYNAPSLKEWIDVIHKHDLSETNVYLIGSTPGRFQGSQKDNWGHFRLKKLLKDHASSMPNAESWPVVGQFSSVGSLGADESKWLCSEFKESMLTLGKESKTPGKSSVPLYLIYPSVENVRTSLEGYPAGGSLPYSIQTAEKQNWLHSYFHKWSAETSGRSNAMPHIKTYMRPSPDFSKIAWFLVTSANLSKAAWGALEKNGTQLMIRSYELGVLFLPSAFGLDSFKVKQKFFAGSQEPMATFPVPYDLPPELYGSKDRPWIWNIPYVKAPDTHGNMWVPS
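Enzyme-compound mixtures sat 15 min at room temperature, followed by a 5 min reaction with 15 nM final substrate and 10 min with AlphaScreen beads. Recombinant human Tdp1 was used at 1 nM final.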
DT40 TDP1 no CPT: qHTS for Inhibitors of human tyrosyl-DNA phosphodiesterase 1 (TDP1): qHTS in cells in absence of CPT | DT40 Tdp1-/- hTDP1 cells, no CPT, ATP luminescence, 48 h | Potency, µM (top dose mostly 46.2 µM), for the others: at the top dose activity change, negative = growth inhibition, most hits filed as inhibitors | 420,000 tested, 15% active | AID 686978, 2013; further: nearly all actives have a fitted effect of over 55% in size
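Chicken DT40 Tdp1-/- cells stably complemented with human TDP1 were seeded at 400 cells/well with DMSO in place of 20 nM camptothecin. After compound pinning, cells grew at least 48 hr at 37 °C; viability read by CellTiter-Glo luminescence.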
An asterisk follows results filed as active; ? = inconclusive; . = no result given; & = joins results of further samples; [ ] = another dose, or the depositor's remark. The call rests on the fitted dose curve; in most records, active means well fitted curve in the direction sought with a large enough effect; inconclusive means small, poorly fitted or top-dose-only effect, or another doubt; inactive means no such curve, though single readings can be large; an effect the other way counts as inactive or inconclusive. On the % scale 0 is the no-effect control and ±100 the full control effect; potency means the concentration at half of the fitted maximal effect.

SMILES | DT40 TDP1 CPT | TDP1 block | DT40 TDP1 no CPT
CCOc1ccc(C(=O)c2cn(CC(=O)Nc3ccc4c(c3)OCCO4)c3ccc(OC)cc3c2=O)cc1 | ? | -4% | ?
CN1CCN(C(=O)c2ccc(OCCOc3ccccc3)cc2)CC1 | 9% | 2% | -9%
COC(=O)c1[nH]c2ccccc2c1Sc1ccccc1 | ? | . | ?
CCOC(=O)c1c(S(=O)(=O)NCc2ccc(C)o2)c(C)n(C)c1C | ? | 3% | -13%
COc1ccccc1NC(=O)c1cc(C2CC2)nc2c1c(C)nn2-c1ccc(C)cc1 | ? | 5% | ?
COc1ccccc1CCN=C(N)NS(=O)(=O)c1ccccc1 | -13% | 2% | 1%
O=C(Nc1nccs1)c1ccc2ccccc2c1 | -2% | . | -17%
CCOc1ccccc1N1CC(C(=O)NCCc2ccc(S(N)(=O)=O)cc2)CC1=O (stereo not given) | -1% | 4% | -2%
O=C(N/N=C/c1nn(-c2ccccc2)cc1-c1ccccc1)c1ccncc1 | ? | 1% | ?
Cc1cc(C=O)c(C)n1-c1sc2c(c1C(=O)O)CCCC2 | -2% | 1% | -24%
CCc1ccc(CN(Cc2ccco2)C(=O)COc2ccc(Cl)c(C)c2)cc1 | ? | -2% | ?
O=C(NCCCNC(=O)NC1CCCCC1)NC1CCCCC1 | -20% | . | -16%
CCCCOc1ccc(S(=O)(=O)N2CCCCCC2)cc1 | 4% | -7% | -25%
COCCNC(=O)C1(C)CCN(C(=O)c2nc(C)oc2C)C1 (stereo not given) | 2% | . | 19%
O=C(Cn1cccc1C(=O)c1ccccc1)NCc1ccc(F)cc1 | -1%&1% | 3%&3% | 1%&-7%
O=C(CCCn1c(=O)c2cccn2c2ccccc21)NCc1ccccc1Br | ? | 3% | 16µM*
CSc1cccc(NC(=S)N(CCCN2CCCC2)Cc2cccn2Cc2ccc(Cl)cc2)c1 | ? | 8% | 9.2µM*
CC(C)CC(N)c1csc(NC(=O)Nc2ccccc2C(C)C)n1 (stereo not given) | ? | . | 15µM*
Cc1ccccc1S(=O)(=O)NC(=O)C1(C)CCN1C(=O)Cc1ccccc1Cl (stereo not given) | -7% | . | 3%
COc1cc(C(=O)NC2(C(F)(F)F)NC(=O)N(CCCc3ccccc3)C2=O)cc(OC)c1OC (stereo not given) | ? | 5% | ?
O=c1cc(-c2ccccc2)nc(SCc2nc(-c3cccc(C(F)(F)F)c3)no2)[nH]1 | -6% | 3% | 6%
Cc1ccnc(NS(=O)(=O)c2ccc(NC(=O)CC(C)c3ccccc3)cc2)n1 (stereo not given) | 1% | 0% | 11%
OCCN(Cc1ccccc1)Cc1cccc(Cl)c1Cl | ? | 16µM* | ?
CC(C)N(c1ccccc1)c1ccc(NC(=O)[C@@H]2O[C@H](CO)[C@@H](O)[C@H]2O)cc1 | 21µM* | . | ?
C=CCn1c(Sc2ccccc2)nc2c1c(=O)[nH]c(=O)n2C | -4% | 0% | -12%
COc1ccccc1-n1c2nc3ccccc3nc2c2c(=O)n(-c3cc(C)cc(C)c3)cnc21 | 3.7µM* | 1% | ?
CCc1ccc(N(C(=O)CNC(=O)c2cccs2)C(C(=O)NC(C)(C)C)c2cc(OC)c(OC)c(OC)c2)cc1 (stereo not given) | -23% | 6% | 1%
CSc1ccccc1C(=O)NCCSc1ccc(C)cc1 | 3% | 2% | ?
C(=NNc1ccc2ccccc2n1)c1ccccn1 | 1.6µM* | . | 1µM*
COc1ccc(C)cc1S(=O)(=O)N(C)CC(=O)N1CCN(c2ccccc2)CC1 | -27% | -5% | -8%
CN(CC(=O)NCc1ccccc1)Cc1ccc(Cl)cc1 | -5% | . | 0%
COc1ccc(N2C(=O)NC(NC(=O)c3ccncc3)(C(F)(F)F)C2=O)cc1 (stereo not given) | 2% | -2% | -22%
O=C(Nc1ccc(Oc2ccc(C(F)(F)F)cn2)c(Cl)c1)C1CC1 | ? | -4% | ?
Nc1ccccc1C(=O)NCCCN1CCN(c2cccc(Cl)c2)CC1 | -14% | . | -22%
CCc1cc(C(=O)NCc2ccc(F)cc2)no1 | -2% | -3% | 5%
Nc1nn(S(=O)(=O)c2ccccc2)cc1-c1ccc([N+](=O)[O-])cc1 | ? | -3% | ?
O=S1(=O)CC(N2CCC(c3ccccc3)CC2)CN1Cc1ccccc1 (stereo not given) | ? | . | ?
CSc1nnc(NC(=O)CCc2ccccc2)s1 | -3% | 4% | -16%
CCOC(=O)C1=CCC(c2ccccc2)N(S(=O)(=O)c2ccccc2[N+](=O)[O-])C1 (stereo not given) | ? | . | ?
CCN(CC)P(=O)(Nc1cccc(C(F)(F)F)c1)c1ccc(N(C)C)cc1NC(=O)c1ccco1 (stereo not given) | ? | 10% | ?
Cc1nn(C)c(C(=O)N2CCN(C(=O)c3ccco3)CC2)c1Br | 4% | 2% | -5%
CN1CCN(C(=O)CCN2C(=O)/C(=C/c3ccc(F)cc3)SC2=S)CC1 | ? | . | 18µM*
Cc1ccsc1C(C(=O)NC(C)(C)C)N(C(=O)c1csnn1)c1ccccc1 (stereo not given) | -4% | -8% | -29%
CCOc1cc2sc(N3CCC(C(=O)Nc4ccccc4Cl)CC3)nc2cc1Br | ? | 0% | ?
COC(=O)CSc1nnc(-c2ccco2)n1-c1ccc(C)cc1 | 0% | 0% | 0%
O=C(NCc1ccccc1Br)c1ccc2c(c1)nc1n2CCOC1 | -7% | 0% | -17%
CSc1ccc(S(=O)(=O)NC2CCCCCC2)cc1 | ? | -8% | ?
CCS(=O)(=O)N1CCN(c2nc(-c3ccccc3)cs2)CC1 | -1% | 1% | -27%
O=C(CNS(=O)(=O)c1ccccc1)OCC(=O)c1ccc([N+](=O)[O-])cc1 | 21µM* | -11% | ?
CC(C)C[C@@H](CN1CCC[C@@H]1CN1C(=S)NC[C@@H]1Cc1ccc(O)cc1)N1C[C@H](Cc2ccc(O)cc2)N(CC2CCCCCC2)C1=S | 18µM* | . | 16µM*
Nc1nnnn1/N=C/c1ccco1 | -7% | -2% | 1%
Cc1ccc(-n2nnnc2SCC(=O)NNC(=O)c2ccc([N+](=O)[O-])cc2)cc1 | -10% | -11% | -6%
Cc1ccc(C)c(S(=O)(=O)NNC(=O)c2sc(NS(=O)(=O)c3ccccc3)nc2C)c1 | ? | 4% | -14%
O=C(C[C@@H]1CC[C@@H]2[C@H](COC[C@@H](O)CN2Cc2cc(F)ccc2F)O1)NCc1ccc(F)cc1 | ? | . | ?
CCCCc1nn(-c2cc(Cl)ccc2OC)c2c1C(=O)CCC2 | ? | -11% | ?
CCOC(=O)N1CCN(c2nc3ccc(C)cc3n3cnnc23)CC1 | -27% | . | -17%
COc1ccc(CCNC(=O)C(=O)NCC2OCCCN2S(=O)(=O)c2cc(C)ccc2C)cc1 (stereo not given) | -17% | 1% | -26%
O=C(NNS(=O)(=O)c1cccc(Cl)c1Cl)c1cccc(S(=O)(=O)N2CCOCC2)c1 | -6% | -2% | -10%
O=C(CNC(=O)c1cccs1)NCC(=O)OCc1ccccc1Cl | -9% | 2% | -14%
CN(C1CCCCC1)S(=O)(=O)CCNC(=O)c1ccccc1 | 2% | . | 4%

(more compounds)
SMILES | DT40 TDP1 CPT | TDP1 block | DT40 TDP1 no CPT
CCn1c2ccccc2c2nnc(SCC(=O)NC(CC(C)C)C(=O)OC)nc21 (stereo not given) | ? | -1% | ?
CCOC(=O)c1[nH]c2ccccc2c1NC(=O)C(C)(C)C | -1% | 5% | -24%
O=C(Cc1nc2ccccc2[nH]c1=O)c1ccccc1 | -6% | 0% | -18%
CCN(CC)C(=O)CSc1nc2c(sc(=S)n2Cc2ccco2)c(=O)n1-c1ccccc1 | ? | 8% | ?
C=C(C)c1cccc(C(C)(C)NC(=O)NC2CC(C)(C)NC(C)(C)C2)c1 | ? | -5% | -6%
CCOC(=O)c1ccc(NC(=O)c2ccco2)cc1 | -16% | 3% | -4%
O=C(Nc1ccc(C(=O)N2CCOCC2)cc1)c1cccc(Br)c1 | -11% | 5% | -6%
Cc1ccc(CNC(=O)C(=O)NCCC2CCCCN2S(=O)(=O)c2cccs2)cc1 (stereo not given) | ? | -1% | ?
Cc1ccc(-c2nc(N3CCN(C)CC3)c3ccccc3n2)cc1 | ? | . | ?
O=C(OCCCc1cc2ccccc2c(=O)o1)c1ccc(F)cc1 | -3% | -8% | -17%
COC(=O)c1c(NC(=O)c2c(OC)cccc2OC)sc2c1C(C(=O)OC)CC2 (stereo not given) | ? | . | ?
Cc1cccc(NC(=O)CNC(=O)c2cccc(S(=O)(=O)NCc3cccs3)c2)c1C | ? | -14%[56.1 µM] | ?
O=C(NCCN1CCC(n2c(=O)[nH]c3ccccc32)CC1)c1cccc(F)c1 | -29% | . | -23%
O=[N+]([O-])c1ccc(/C=N/Nc2cc(Cl)nc(-c3ccccc3)n2)cc1 | ? | 2% | ?
CC(C)CC1NC(=O)c2cccnc2-n2c1nc1cc(F)c(F)cc1c2=O (stereo not given) | -25% | . | -32%
COCCNc1nnc(SCC(=O)c2c[nH]c3ccccc23)s1 | -24% | 0% | ?
CNc1ccc(-c2cccc(C#N)c2)cn1 | 6% | . | 1%
CCC(C(=O)OCCN(CC)CC)c1ccccc1 (stereo not given) | -3%&0% | 3% | ?
O=C(O)c1ccc(Nc2nc3ccccc3nc2NS(=O)(=O)c2cccs2)cc1 | -12% | 1% | 15%
Cc1nc(C(=O)NCc2ccccc2)sc1C1(C)CC(c2cccc([N+](=O)[O-])c2)=NO1 (stereo not given) | -30% | 1% | -19%
C=CCSc1nc(=O)n2ccc(C)cc2n1 | -17% | -2% | ?
CCCCOC(=O)Nc1nnc(SCCOc2ccc(C)cc2)s1 | -30% | 2% | ?
C=CCN1CCN(C(CC(C)C)c2nnnn2CCOC)CC1 (stereo not given) | 4% | -7% | 16%
CC(=O)Nc1ccc(NC(=O)COc2ccc(-c3ccccc3)cc2)cc1 | -14% | -3% | -1%
Cc1cc(C(=O)COC(=O)c2ccc(N)cc2)c(C)n1-c1c(C)n(C)n(-c2ccccc2)c1=O | 5% | 5% | 0%
COc1ccccc1N(C)S(=O)(=O)c1ccc(C(=O)N(C)Cc2cccc(OC)c2OC)cc1 | ? | . | 21µM*
CC(C)(C)c1ccc(OCC(=O)N(Cc2cccs2)C2CCS(=O)(=O)C2)cc1 (stereo not given) | 16µM* | . | ?
